mcGAS inh: mouse cGAS inhibition by luminescence; 160,000 tested, 0.15% active; Q8C6L5; AID 1259399; recombinant cGAS, Kinase-Glo ATP depletion luminescence; inhibition, % at 12.5 µM;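 further: 0% = negative control wells and 100% = reference inhibitor with no enzyme activity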
hcGAS inh: human cGAS inhibition | Q8N884 | recombinant h-cGAS, ATP depletion, Kinase-Glo luminescence | inhibition, % at 12.5 µM | 290,000 tested, 0.081% active | AID 1259398;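 further: 0% = vehicle reaction and 100% = reaction without DNA for no activity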
Target sequence (Q8N884 whole entry, looked up): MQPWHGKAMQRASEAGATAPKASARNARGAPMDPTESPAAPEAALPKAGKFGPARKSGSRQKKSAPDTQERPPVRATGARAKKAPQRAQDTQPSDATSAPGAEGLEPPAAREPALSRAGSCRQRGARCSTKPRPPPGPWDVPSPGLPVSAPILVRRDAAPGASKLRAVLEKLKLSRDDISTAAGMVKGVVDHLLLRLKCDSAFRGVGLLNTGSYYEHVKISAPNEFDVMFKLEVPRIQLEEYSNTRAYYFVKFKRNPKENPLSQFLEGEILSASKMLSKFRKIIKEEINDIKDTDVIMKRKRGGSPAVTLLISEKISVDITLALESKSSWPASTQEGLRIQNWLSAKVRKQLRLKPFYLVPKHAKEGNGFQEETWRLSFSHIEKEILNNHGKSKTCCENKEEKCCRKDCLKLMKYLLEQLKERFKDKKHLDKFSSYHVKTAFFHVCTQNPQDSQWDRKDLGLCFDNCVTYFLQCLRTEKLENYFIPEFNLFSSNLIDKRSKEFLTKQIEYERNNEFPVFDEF
NPYLR7 agonist: mosquito NPYLR7 agonism; activation, % at 10 µM; AID 1259423; HEK293T NPYLR7/Galpha15, GCaMP6s calcium fluorescence; 270,000 tested, 0.15% active; in the data active means activation above about 40%;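 further: 0% = vehicle and 100% = reference agonist at the receptor; some compounds past the cut are filed as inactive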
* hit, by the source's call; / = no result given; & = joins results of further samples. Unless noted, no stated cut-off is given here; in the data, active means inhibition above about 40%; inactive means the rest.

SMILES | mcGAS inh | hcGAS inh | NPYLR7 agonist
CCn1ccnc1CN(C)Cc1noc(C)n1 | / | -2 | 2
CCn1cnc2cc(N3Cc4ccccc4C3=N)ccc21 | -13 | -2&-2 | -6&-12
COCCN(CC(=O)Nc1nc(CC(=O)NCc2ccc(F)cc2)cs1)C(=O)c1ccc(Cl)c(Cl)c1 | -2 | 1 | 4
COCCn1c(SC(C)C)nc2ccc(Br)cc2c1=O | / | -11 | 2
CCOC(=O)N1CCN(C(=O)CCCCSc2nnc(Cc3ccccc3)n2-c2ccc(Cl)c(Cl)c2)CC1 | -6 | -7 | -1
Cc1ccccc1/C=C/c1nc(SC(C)C(=O)N2CCC(C)CC2)n[nH]1 (stereo not given) | / | -3 | 8
Cn1c(=O)c2c(nc(N3CCN(Cc4ccccc4)CC3)n2Cc2ccccc2)n(C)c1=O | -3 | 0 | -7
CC(=O)NC1CCCN(C(=O)CN2CCCc3cc(C)ccc32)C1 (stereo not given) | / | -19 | 5
COCC(=O)N1N=C(c2cccc(NS(C)(=O)=O)c2)CC1c1cccs1 (stereo not given) | -2 | 0 | /
CCC(CC)NC(=O)CSc1nnc(N2CCOCC2)n1CC1CCCO1 (stereo not given) | / | 2 | 6
O=c1cc(-c2ccccc2)oc2cc(O)cc(O)c12 | -1&0&7 | 8&14&16 | -2&-3
COCCOc1nc(-c2ccc(Cl)c(Cl)c2)n(-c2ccc(NC(=O)c3cccc([N+](=O)[O-])c3)cc2)n1 | -4 | 1 | 3
COc1ccc(CNC(=O)c2cccnc2N2CCN(C(=O)Nc3ccc(CC#N)cc3)CC2)cc1 | -5 | -2 | 25
O=C(NC1CC1)C1CCN(c2ccc(-c3ccccc3)nn2)CC1 | -9 | -13 | -10
Cc1c(C(=O)N2CCN(C(=O)c3cccc(F)c3)CC2)cc(-c2ccccc2)n1-c1ccccc1Cl | -6 | -12 | -4
Cc1nnc(-c2ccccc2-c2ccc(-c3ccn[nH]3)cc2)o1 | -19 | -5 | 5
CC(C1CC1)N(CC(F)(F)F)C(=O)CSc1nnc2sc3ccccc3n12 (stereo not given) | / | -7 | 1
O=C(CNC(=O)C1CC1(c1ccccc1)c1ccccc1)NCc1ccc2c(c1)OCO2 (stereo not given) | 0 | -1 | -30
CCc1cccc2sc(N(CCN(C)C)C(=O)CCS(=O)(=O)c3ccc(F)cc3)nc12 | 1 | -5 | -4
Cc1csc2nc(CSc3n[nH]c(-c4cccs4)n3)cc(=O)n12 | / | -4 | 0
COc1ccc(-c2nc(CN(C)Cc3cnccn3)c(C)o2)c(C)c1C | -14 | -6 | 5
CCc1cc(=O)[nH]c(-n2nc(C)cc2NC(=O)c2ccco2)n1 | -6 | -8 | 11
COc1ccc(-c2c3c(=O)n(-c4ccccn4)ccc3nc3ncnn23)cc1 | / | -6 | -11
OC(Cn1ccc2ccccc21)Cn1cnc2ccccc21 (stereo not given) | -9 | -1 | -10
CCOC(=O)C1(CCCc2ccccc2)CCN(C(=O)c2cncs2)CC1 | -3 | -10&-6 | 1&16

Single records (already shown). Screens in order: mcGAS inh, hcGAS inh, NPYLR7 agonist
Results for `CC(C1CC1)N(CC(F)(F)F)C(=O)CSc1nnc2sc3ccccc3n12` (stereo not given) → /, -7, 1
Results for `COc1ccc(-c2c3c(=O)n(-c4ccccn4)ccc3nc3ncnn23)cc1` → /, -6, -11
Results for `COc1ccc(CNC(=O)c2cccnc2N2CCN(C(=O)Nc3ccc(CC#N)cc3)CC2)cc1` → -5, -2, 25
Results for `COCCn1c(SC(C)C)nc2ccc(Br)cc2c1=O` → /, -11, 2
Results for `Cc1csc2nc(CSc3n[nH]c(-c4cccs4)n3)cc(=O)n12` → /, -4, 0

Next compounds follow.
SMILES | mcGAS inh | hcGAS inh | NPYLR7 agonist
c1ccc(-n2cccc2CN2CCc3[nH]cnc3C2c2ccsc2)nc1 (stereo not given) | -10 | -6 | 17
O=C1OC(Nc2ccccc2Br)c2ccccc21 (stereo not given) | -5 | -9 | 17
CCOc1ccc2cc(C(N)=O)c(=Nc3ccccc3C)oc2c1 | -7 | -8 | -6
Brc1ccc(C=NN2CCN(Cc3cccc4ccccc34)CC2)cc1 | -7 | -6 | -5
O=C(CC1C(=O)NCCN1CC(c1ccccc1)c1ccccc1)NCCn1cccn1 (stereo not given) | -4 | 0 | 1
COc1cccc(OC)c1OCCCOc1ccc(F)cc1 | / | -3 | 2
CCCCc1nc(N2CCCN(C(=O)c3ccc(Cl)c(Cl)c3)CC2)c2c(-c3ccccc3)noc2n1 | -6 | -3 | 15
COCCN1CCN(CC(=O)NC2CCCCNC2=O)CC1C (stereo not given) | / | -9 | 7
CCC(CC)C1c2c(n[nH]c2C)OC(=N)C1C#N (stereo not given) | -2 | -8 | 11
Cc1ccsc1CN(Cc1ccc(F)cc1)C(=O)CN(CC1CCCO1)C(=O)c1cccc(Br)c1 (stereo not given) | -5 | -8 | 11
CCOc1ccccc1NC(=Nc1nc(C)cc(C)n1)NC(C)=O | / | -5 | -1
CCCCCN(CCCC(=O)OCC)CC(=O)N(CCc1ccccc1)Cc1ccc(C)o1 | -8 | -13 | /
Cc1ccc2nc(Cl)c(/C=N\NC(=O)CN3CCCCC3)cc2c1 | / | -5 | -1
COc1ccc(C(CC(=O)NCCN(C)C)c2cn(C)c3ccccc23)cc1OC (stereo not given) | -6 | -4 | 2
COCC(=O)N1CCC(c2nc(-c3ccccc3F)no2)CC1 | -6 | -8 | 7
Cc1nc(C)c(CNC(=O)Nc2nc(C(C)C)cs2)s1 | / | -5 | 1
O=c1cc(-c2ccccc2)nc(SCCc2ccccc2)[nH]1 | -7 | -5 | 4
CC(C)N1C(=O)c2ccccc2[C@@H](C(=O)NCC2COC(C)(C)O2)[C@@H]1c1ccccc1 (stereo not given in full) | / | -5 | -14
Cc1cc(C)nc(-n2[nH]c3nccc(-c4ccc(F)cc4)c3c2=O)n1 | / | -11 | -5
O=C1c2cnc(-c3ccc(Cl)cc3)nc2C[C@H](c2ccco2)N1CC1CC1 | / | -6 | 21
COc1ccc(Cl)cc1Cn1cc(C(=O)NCc2ccc(OC)c(OC)c2)sc1=O | / | 2 | 10
CN(Cc1c(C(=O)N2CCCCC2)nc2sccn12)CC1COCCO1 (stereo not given) | / | -6 | 6
Cc1cc(Oc2ccc(F)cc2)nc(SCc2ccccc2Cl)n1 | -3 | -3 | 7
Nc1ccccc1C(=O)NN=Cc1cn(-c2ccccc2)nc1-c1ccc(Cl)cc1 | -8 | -3 | 9
Nc1ccc(O)c(-c2nc3cc(N)ccc3s2)c1 | -8 | -13 | 3

Carrying on.
SMILES | mcGAS inh | hcGAS inh | NPYLR7 agonist
COc1ccc(NC(=O)CSc2nnc(CNC(=O)c3ccco3)n2-c2cccc(C)c2)cc1 | -5 | -10 | -4
O=C(c1cn(C2CCCCC2)nn1)N1CCN(Cc2ccc3c(c2)OCO3)CC1 | / | -10 | 5
COCCN(CC(=O)Nc1nc(CC(=O)N2CCC(n3c(=O)[nH]c4ccccc43)CC2)cs1)C(=O)c1ccc(OC)cc1 | -4 | -5 | 1
COc1ccc(-c2cc(C(=O)NCc3ccco3)n3nc(C(C)(C)C)cc3n2)cc1 | -9 | -7 | -3
O=C(CNc1ccccc1C(=O)NC1CC1)Nc1cccc(S(=O)(=O)N2CCCCC2)c1 | -2 | -1 | 12
COCOc1cccc(CN2CCC2(C)C(=O)Nc2ccc3c(c2)CCN3C(C)=O)c1 (stereo not given) | / | -10 | 8
COCCNc1nc(Nc2ccc(OC)cc2)c2cn[nH]c2n1 | / | -16 | 3
Cc1[nH]n(-c2ccccc2)c(=O)c1N=Nc1ccc(Br)cc1 | -5 | -2 | -7
Cc1ccc(C(=O)N2CCn3c(nnc3C(N)=O)C2)cc1F | / | -7 | 10
COCCNC(=O)C(NC(=O)c1ccc(F)cc1)C1CCN(C(=O)Cc2ccccc2)CC1 (stereo not given) | 2 | 4 | -10
Cc1cccc(S(=O)(=O)NCCn2ncccc2=O)c1 | / | -10 | 2
O=C(N=c1sccn1Cc1ccccc1C(=O)N1CCOCC1)c1ccccc1F | -3 | -3 | /
CC(C)Cn1cncc1CNc1cc(N2CCOCC2)nc(N)n1 | -10 | -3 | -4
CC(CNC(=O)N(C)C(C)c1ccncc1)c1ccc(F)cc1F (stereo not given) | -7 | -14 | 11
CC(=O)Nc1cnc(-c2ccccc2C(F)(F)F)cn1 | / | -7 | 4
CC(C)(C)NCC(O)c1cc(O)cc(O)c1 (stereo not given) | -4 | -3&1&-7&0&1 | 14&0&9&-1
Cc1cc(C)c2c(c1)C(=O)C(=O)N2 | 2 | 0 | 7
CC(C)c1cccc(NC(=O)CN2C(=O)NC3(C2=O)C(C)CCCC3C)c1 (stereo not given) | -2 | 5 | 0
COc1ccc(/C=C/C(=O)Oc2coc(CSc3nc(C)cc(C)n3)cc2=O)cc1OC | 0 | -5 | -11
Cn1c(=O)c(C(=O)Nc2nc3ccc(Br)cc3s2)c(O)c2ccccc21 | -5 | -6 | 11
CC(=O)c1ccc(N=Cc2nc(-c3cccc4ccccc34)oc2O)cc1 | / | -6 | -3
COc1cccc(-c2nn(CCc3ccccc3)c(=O)c3nc(C)sc23)c1 | -6 | 3 | 15
COc1cc(C(=O)N(Cc2cccnc2)c2nc3ccc(Cl)cc3s2)cc(OC)c1OC | -7 | -2 | -8
N#CCCn1cc(C2=NNC(=Nc3ccc(Cl)cc3Cl)SC2)c2ccccc21 | / | -5 | 5
Cc1ccccc1CSc1nnc(C(C)NC(=O)c2ccc([N+](=O)[O-])cc2Cl)n1-c1cc(Cl)ccc1C (stereo not given) | -4 | -3 | 20

Remaining list, next part:
SMILES | mcGAS inh | hcGAS inh | NPYLR7 agonist
COc1ccc(NC(=O)N(Cc2nc(C(=O)O)cs2)C(C)C)cc1 | -6 | -6 | -1
O=C(Nc1cccc(-c2ccc3nncn3n2)c1)C1CCCCC1 | 0 | -1 | -19
Cn1cc(CN2CCN(c3cnccn3)CC2)c(-c2ccc(C3CCCCC3)cc2)n1 | -10 | -4 | 2
COCCN1CCCC(O)(CN(C)Cc2ccc3c(c2)OCO3)C1=O (stereo not given) | / | -6 | 0
Cc1cc(OCCO)ccc1NS(=O)(=O)c1cccc(S(C)(=O)=O)c1 | / | -7 | -8
Clc1cccc(COc2ccc3c(C4CC4)noc3n2)c1 | -2 | 0 | 1
CCN(CC)C(=O)Oc1ccc2c(ccn2Cc2ccc(Cl)cc2)c1NC(=O)c1ccco1 | -7 | -7 | -2
CCn1c(/C=C/N(C(C)=O)c2ccccc2)[n+](CC)c2ccc(OC)cc21 | / | -7 | 6
CC(C)c1ccc(CN2CCC2(C)C(=O)N2CCN(C(=O)c3ccco3)CC2)cc1 (stereo not given) | / | 4 | 7
N#CC1C(=N)Oc2[nH]c(=O)[nH]c(=O)c2C1c1cccs1 (stereo not given) | / | 1 | -4
C1=C[C@H]2C[C@@H]1C[C@H]2CCn1ccnc1C1CC1 | -11 | -8 | -3
C=CCNC(=O)c1ccc(-c2ccc(F)c(CO)c2)o1 | / | -4 | -3
O=C(Nc1ccc2c(c1)OCCCO2)N1CCN(CCCOC(c2ccc(Cl)cc2)c2ccc(Cl)cc2)CC1 | -9 | -7 | -2
Cc1nc(CN(C)Cc2ccc(C#CC(C)(C)O)s2)no1 | -3 | 1 | 1
Cc1ccsc1[C@@H]1CCN(C(=O)CCC(=O)N2CCCCCC2)C[C@H]1O | / | 0 | 17
Fc1ccc(C2CCCN2Cc2cnc(N3CCOCC3)s2)cc1 (stereo not given) | / | 0 | -3
COc1cc(O)c(C(=O)/C=C/c2ccc(O)c(OC)c2)c(OC)c1 | 2 | -1 | 4
Cc1ccc2nc(SCC(=O)Nc3ccccc3)nc(=O)n2c1 | -9 | -10 | 2
COc1cc2c(cc1OC)C(CNC(=O)C(C)C)N(C(=O)Nc1ccc(Cl)cc1)CC2 (stereo not given) | -8 | -5 | 4
Cc1cccc(CN(CCN2CCOCC2)CC(O)COc2ccccc2)c1 (stereo not given) | -6 | -3 | 31
CCCN(CC(=O)N(Cc1cccn1C)C1CC1)C(=O)Nc1ccccc1C(F)(F)F | -3 | -2 | -1
COc1ccccc1CCC(=O)NC(C)c1cnn(-c2ccccc2C)c1C (stereo not given) | / | -11 | 9
Cc1c(Cl)c([N+](=O)[O-])nn1CC(=O)N1CCCCCC1 | / | 0 | 6
COc1cccc(-c2cc(-c3ccc(C(=O)NCCSCc4ccco4)cc3)[nH]n2)c1 | 1 | 1 | 0
CCC(CC)C(=O)ON=C(N)c1ccccc1 | -5 | -14 | -4

New compounds follow:
SMILES | mcGAS inh | hcGAS inh | NPYLR7 agonist
CC(=O)Nc1ccc(S(=O)(=O)N2CCN(c3nc(Cc4ccccc4)nc4c3c(C)nn4-c3ccccc3)CC2)cc1 | -4 | -3 | 7
Cc1ccc(C)c(NC(=O)Cn2nc3c(=O)n(-c4ccc(Br)cc4)ccn3c2=O)c1 | -6 | -3 | 21
CCN(CC)CCn1c(C)c(C)n2c3c(=O)n(Cc4ccccc4C)c(=O)n(C)c3nc12 | -8 | -6 | 0
O=C1C(=O)N(CCCN2CCOCC2)C(c2cccc([N+](=O)[O-])c2)C1=C(O)c1ccc(F)cc1 (stereo not given) | -1 | 11 | 6
O=C(Cn1ccn2nc(-c3ccccc3)cc2c1=O)Nc1ccc(Oc2ccccc2)cc1 | -11 | -6 | 24
Cc1nnc(CS(=O)(=O)Cc2ccc3c(c2)CCC3)o1 | / | -7 | 5
O=C1NCCN(Cc2cnc(-c3ccccn3)nc2)C1c1ccc(F)cc1 (stereo not given) | / | -2 | -2
C=CCNc1nc2ccccc2s1 | / | -8 | -2

Two entries picked at random from the list so far:
SMILES | mcGAS inh | hcGAS inh | NPYLR7 agonist
O=C(Cn1ccn2nc(-c3ccccc3)cc2c1=O)Nc1ccc(Oc2ccccc2)cc1 | -11 | -6 | 24
CCN(CC)CCn1c(C)c(C)n2c3c(=O)n(Cc4ccccc4C)c(=O)n(C)c3nc12 | -8 | -6 | 0
